# TDP1 cell CPT: qHTS for Inhibitors of human tyrosyl-DNA phosphodiesterase 1 (TDP1): qHTS in cells in presence of CPT. chicken DT40 Tdp1-/-;hTDP1 cells + 20 nM CPT, ATP luminescence, 48 h. Potency, µM (titrated, usually from 46.2 µM), inactives show at the highest dose activity change, negative = growth inhibition, usual class: inhibitors. 12% of 420,000 active; note: nearly all actives have a fitted effect of over 55% in size
#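 Cell growth measured by CellTiter-Glo luminescence after a minimum 48 h, 37 C compound exposure with 20 nM CPT in Tdp1-knockout DT40 cells stably expressing hTDP1, seeded 400/well; qHTS titration format.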
# DT40 TDP1 no CPT: qHTS for Inhibitors of human tyrosyl-DNA phosphodiesterase 1 (TDP1): qHTS in cells in absence of CPT; DT40 Tdp1-/- hTDP1 cells, no CPT, ATP luminescence, 48 h; Potency, µM (series often up to 46.2 µM), inactives show at the top dose activity change, negative = growth inhibition, actives largely listed as inhibitors; 15% of 420,000 active; AID 686978, 2013; note: nearly all actives have a fitted effect of over 55% in size
#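 Growth kinetics read by CellTiter-Glo luminescence after ≥48 hr at 37 °C. Cells: DT40 Tdp1-/- stably carrying human TDP1, 400 per well, compound exposure in the absence of CPT (DMSO vehicle).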
# TDP1 inh: qHTS Assay for Inhibitors of Tyrosyl-DNA Phosphodiesterase (TDP1). 0.28% of 350,000 active. Potency, µM (series often up to 130 µM), for inactives: at the highest dose activity change, negative = inhibition, actives largely listed as inhibitors. recombinant TDP1, AlphaScreen DNA substrate cleavage. AID 485290, 2010; note: nearly all actives have a fitted effect of over 40% in size
# Target sequence (Q9NUW8 whole entry, looked up): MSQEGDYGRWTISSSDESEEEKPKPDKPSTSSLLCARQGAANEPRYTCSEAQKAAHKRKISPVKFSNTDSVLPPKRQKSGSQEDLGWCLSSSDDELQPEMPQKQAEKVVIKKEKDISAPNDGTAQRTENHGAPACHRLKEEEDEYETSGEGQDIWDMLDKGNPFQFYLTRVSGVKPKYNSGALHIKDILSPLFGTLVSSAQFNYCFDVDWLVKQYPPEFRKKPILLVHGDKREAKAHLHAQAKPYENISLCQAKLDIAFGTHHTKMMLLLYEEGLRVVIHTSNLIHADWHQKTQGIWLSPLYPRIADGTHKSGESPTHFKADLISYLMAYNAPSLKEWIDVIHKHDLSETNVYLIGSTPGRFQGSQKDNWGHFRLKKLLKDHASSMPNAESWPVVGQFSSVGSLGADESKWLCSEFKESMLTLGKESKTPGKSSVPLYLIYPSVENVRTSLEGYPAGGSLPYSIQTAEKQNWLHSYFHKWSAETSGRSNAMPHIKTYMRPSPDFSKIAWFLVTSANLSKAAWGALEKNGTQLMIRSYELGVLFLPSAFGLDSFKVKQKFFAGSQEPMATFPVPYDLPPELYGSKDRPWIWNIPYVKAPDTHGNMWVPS
#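 Compounds were preincubated with Tdp1 (1 nM final) for 15 min at room temperature before substrate (15 nM final) started a 5 min reaction; beads (10 ug/ml final) were then added for 10 min before AlphaScreen detection.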
# Starred values were filed as active, the others as inactive; ? = inconclusive; . = not tested or not shown; & = joins results of further samples; [ ] = another dose, or the depositor's remark. Calls come from the whole dose curve; as a rule, active = well fitted curve in the direction sought with a large enough effect; inconclusive = small, poorly fitted or top-dose-only effect, or another doubt; inactive = no such curve, though single readings can be large; an effect the other way counts as inactive or inconclusive. % is set by controls: 0 for no effect and ±100 for the full control effect; potency is the fitted concentration of half-maximal effect.
# Each structure is followed by: TDP1 cell CPT	DT40 TDP1 no CPT	TDP1 inh
1	CC(C)CC(NC(=O)C1CCCCC1)C(=O)Nc1cccc(C(F)(F)F)c1 (configuration not stated)
→ -27%	-25%	3%
2	CC(CCc1ccccc1)NC(=O)c1nnc(Cc2ccc(F)cc2)o1 (configuration not stated)
→ ?	?	-1%
3	CCc1cc(=O)oc2cc(OCC(=O)N3CCCc4ccccc43)ccc12
→ 1%	0%	-1%
4	CC(NC(=O)c1cccc(Br)c1)c1ccccc1 (configuration not stated)
→ -92%	-114%	5%
5	O=C(O)/C=C/C(=O)Nc1ccc(Cl)c(C(=O)O)c1
→ 1%	-9%	.
6	O=C(Nc1ccccc1Cl)c1ccn[nH]1
→ -5%	-1%	-4%
7	COc1ccc(CCN(C)c2ccc(C(N)=O)cc2[N+](=O)[O-])cc1OC
→ 29µM*	-15%	8%
8	Cc1cc(C(=O)OCC(=O)Nc2ccccc2F)c(C)o1
→ -4%	-20%	6%
9	CCCc1nnc(NC(=O)c2cccs2)s1
→ -3%	7%	1%
10	COCCn1c(=O)c(-c2cn(C)c3ccccc23)nc2cnc(Oc3ccc(OC)cc3)nc21
→ 6%	-9%	.
11	CCNC(=O)C1(C)CCCN(C(=O)C2(c3ccc(Cl)cc3)CCCC2)C1 (configuration not stated)
→ ?	?	.
12	CCOc1cc(-c2nc(-c3ccc(C)nc3OCC)no2)cc(OCC)c1OCC
→ -27%	?	7%
13	O=C(CN1C(=O)C(=O)N(C2CCCC2)C1=O)Nc1cc(Cl)ccc1[N+](=O)[O-]
→ -11%	-13%	2%
14	COc1cccc(NC(=O)c2oc3ccccc3c2NC(=O)Cc2cccc(C)c2)c1
→ 23µM*	18µM*	-1%
15	CCOC(=O)N1CCN(c2nnnn2-c2ccccc2)CC1
→ 4%	-15%	7%
16	Cc1cnc(C(=O)OCC(=O)Nc2ccc3c(c2)OCCO3)cn1
→ -2%	5%	0%
17	O=C(CSc1nnc(Cc2ccccc2)n1-c1ccc(Cl)cc1)N1CCOCC1
→ -25%	-13%	9%
18	CCc1nc2ccc(C(=O)N(C)CCN(C)C)cn2c1N(C)Cc1cc2ccccc2s1
→ ?	?	.
19	Cc1cc2nnc(SCC(=O)NCC3CCCO3)n2c2ccccc12 (configuration not stated)
→ 7%	-12%	-2%
20	Cc1cc(NC(=O)Cc2cc(F)cc(F)c2)no1
→ -9%	2%	.
21	CCC1CCCCN1C(=O)CSC1=NN2CCCC(=O)N=C2S1 (configuration not stated)
→ -10%	4%	.
22	CC(C)[C@@H]1NC(=O)[C@H](Cc2ccccc2)NC(=O)[C@@H](CC(=O)O)NC(=O)CNC(=O)[C@H](CCCNC(=N)N)NC1=O
→ 1%	-12%	6%
23	CCOc1ccc(C(=O)NCC(=O)OCc2c(F)cccc2Cl)cc1OCC
→ 8%	-27%	-2%
24	O=S(=O)(c1ccc(S(=O)(=O)N2CCCC2)cc1)N1CCCCCC1
→ 4%	-10%	5%
25	CCCC(=O)c1cc2cc(Cl)ccc2oc1=O
→ 4%	-24%	5%
26	COc1cccc(C2NC(=S)NC(C)=C2C(=O)c2ccccc2)c1OC (configuration not stated)
→ ?	10µM*	-2%
27	Cc1ccc(CNC(=O)CSc2nnnn2C)cc1
→ -15%	-7%	1%
28	COc1ccc(/C=c2\s/c(=C\C(=O)C(C)(C)C)[nH]c2=O)cc1O
→ 15µM*	?	-1%
29	CC(=O)c1ccccc1OC(=O)c1ccc(-c2ccccc2)cc1
→ 4%	-24%	.
30	CCN(CC)c1cc(C)c2cc(NC(=O)c3cccs3)ccc2n1
→ 16µM*	23µM*	6%

# 3 compounds picked at random from the list so far:
# Each structure is followed by: TDP1 cell CPT	DT40 TDP1 no CPT	TDP1 inh
30	CCN(CC)c1cc(C)c2cc(NC(=O)c3cccs3)ccc2n1
→ 16µM*	23µM*	6%
27	Cc1ccc(CNC(=O)CSc2nnnn2C)cc1
→ -15%	-7%	1%
5	O=C(O)/C=C/C(=O)Nc1ccc(Cl)c(C(=O)O)c1
→ 1%	-9%	.

# Another view of some results above:
22) CC(C)[C@@H]1NC(=O)[C@H](Cc2ccccc2)NC(=O)[C@@H](CC(=O)O)NC(=O)CNC(=O)[C@H](CCCNC(=N)N)NC1=O
  TDP1 cell CPT: 1%
  DT40 TDP1 no CPT: -12%
  TDP1 inh: 6%

23) CCOc1ccc(C(=O)NCC(=O)OCc2c(F)cccc2Cl)cc1OCC
  TDP1 cell CPT: 8%
  DT40 TDP1 no CPT: -27%
  TDP1 inh: -2%

15) CCOC(=O)N1CCN(c2nnnn2-c2ccccc2)CC1
  TDP1 cell CPT: 4%
  DT40 TDP1 no CPT: -15%
  TDP1 inh: 7%

2) CC(CCc1ccccc1)NC(=O)c1nnc(Cc2ccc(F)cc2)o1 (configuration not stated)
  TDP1 cell CPT: ?
  DT40 TDP1 no CPT: ?
  TDP1 inh: -1%

# Next part:
# Each structure is followed by: TDP1 cell CPT	DT40 TDP1 no CPT	TDP1 inh
31	CCOC(=O)CC(=O)CSc1nc2c(C)c(C)ccc2cc1C
→ 5%	-25%	-9%
32	COc1ccccc1C1CN(CCNC(=O)c2cscn2)Cc2ccccc2O1 (configuration not stated)
→ 13%[9.04 µM]	?	.
33	O=C(Nc1cccc(C(F)(F)F)c1)c1cccnc1N1CCCC1
→ ?	?	3%
34	O=C(NN=Cc1ccc(O)cc1O)c1ccccc1NS(=O)(=O)c1cccs1
→ ?	21µM*	-1%
35	COc1ccc(-c2nn(Cc3ccccc3)cc2C(=O)N2CCN(c3ccccn3)CC2)cc1OC
→ -3%	-20%	-3%[56.1 µM]
36	O=C(O)C1CCCN1C(=O)OCC1c2ccccc2-c2ccccc21 (configuration not stated)
→ 6%	-17%	3%
37	O=C(NCCC1=CCCCC1)C1CCN(S(=O)(=O)c2cccs2)CC1
→ ?	?	6%
38	CS(=O)(=O)N1CCN(C/C=C/c2ccccc2)CC1
→ -25%	?	0%
39	CC(=O)Nc1ccc(-c2nn[nH]n2)cc1Cl
→ -1%	5%	2%
40	CCOc1ccccc1OCCCn1c(-c2ccc(Cl)cc2)nc2ccccc2c1=O
→ -13%	5%	.
41	O=C(N/N=C/c1ccccn1)c1ccc([N+](=O)[O-])cc1
→ 1%	-9%	3%
42	CCOc1ccc(N2CC(C(=O)OC)CC2=O)cc1 (configuration not stated)
→ 0%	-4%	-1%
43	CCn1c(CNc2ccc(C)cc2)nnc1SCC(=O)NCc1ccccc1
→ -18%	-18%	-2%
44	COc1cccc(CN(C)CC(O)COc2cc(Cl)ccc2Cl)c1 (configuration not stated)
→ ?	?	.
45	Cc1nnc(NC(=O)c2nn(CC(C)C)c(=O)c3ccccc23)s1
→ 4%	-18%	0%
46	Cc1csc2c(N3CCN(C(=O)Nc4ccccc4)CC3)ncnc12
→ 9.2µM*	16µM*	6%
47	CCC1(CC)NC(=O)N(CC(=O)OC(C)C(=O)Nc2ccc(NC(C)=O)cc2)C1=O (configuration not stated)
→ 1%	5%	.
48	Cc1c(C(=O)NNC(=S)Nc2cccc(Cl)c2)nnn1-c1ccccc1
→ -1%	2%	-1%
49	O=C(NCC1CCN(C(=O)c2cccc([N+](=O)[O-])c2)CC1)c1cccc([N+](=O)[O-])c1
→ -18%	?	1%
50	CCOC(=O)C1CCCN(S(=O)(=O)c2ccccc2)C1 (configuration not stated)
→ 3%	-6%	-2%
51	O=C(CNC(=O)c1ccc(Cl)cc1)NNc1c(F)c(F)cc(F)c1F
→ -13%	-17%	1%
52	CS(=O)(=O)c1ccc(Cl)c(NC(=O)COC(=O)c2ccc(F)cc2Cl)c1
→ 11%	2%	0%
53	CCOc1ccc(CN(CCO)CCO)cc1[N+](=O)[O-]
→ -1%	-4%	4%
54	OC1CCN(c2ncnc3c2nnn3Cc2c(F)cccc2Cl)CC1
→ -11%	-17%	4%
55	O=S(=O)(c1ccc(Cl)cc1)c1nc(-c2ccco2)oc1SCc1ccccc1F
→ 23µM*	16µM*	9%
56	CCC(=O)OCc1cnc(C)c2oc(=O)c(C(=O)Nc3ccc(CC)cc3)cc12
→ -25%	?	6%
57	CN(C)c1nnnn1-c1ccc(Cl)cc1Cl
→ 8%	-3%	0%
58	CCn1cc(C(=O)O)c(=O)c2cc(F)c(N3CCN(S(=O)(=O)c4ccc5c(c4)OCCO5)CC3)cc21
→ 21µM*	?	2%
59	COc1cc(OC)cc(N(C(=O)C2COc3ccccc3O2)C(C(=O)NC2CCCCC2)c2ccc(O)cc2)c1 (configuration not stated)
→ ?	?	3%
60	COCCOCCn1cnc2ccccc21
→ 5%	-18%	4%

# The last four records of the part above lead into the next:
# Each structure is followed by: TDP1 cell CPT	DT40 TDP1 no CPT	TDP1 inh
57	CN(C)c1nnnn1-c1ccc(Cl)cc1Cl
→ 8%	-3%	0%
58	CCn1cc(C(=O)O)c(=O)c2cc(F)c(N3CCN(S(=O)(=O)c4ccc5c(c4)OCCO5)CC3)cc21
→ 21µM*	?	2%
59	COc1cc(OC)cc(N(C(=O)C2COc3ccccc3O2)C(C(=O)NC2CCCCC2)c2ccc(O)cc2)c1 (configuration not stated)
→ ?	?	3%
60	COCCOCCn1cnc2ccccc21
→ 5%	-18%	4%
61	CC1(C(=O)Nc2ccc3c(c2)OCCO3)CCN1C(=O)C1(c2ccccc2)CC1 (configuration not stated)
→ ?	-27%	.
62	O=C(CN1CCCCCC1)Nc1ccc([N+](=O)[O-])cc1Cl
→ -13%	?	3%
63	Cc1cc(N)ccc1-n1nc2ccccc2n1
→ -6%	-17%	.
64	CCOc1ncccc1C(=O)Nc1nnc(C)s1
→ 1%	0%	-2%
65	COc1ccc(CCNC(=O)CCn2c(=O)c3ccccc3n(Cc3ccccc3)c2=O)cc1OC
→ ?	18µM*	-1%
66	CCOC(=O)C1CCCN(C(=O)Cn2nc(C)n3c(cc4c(OC)cccc43)c2=O)C1 (configuration not stated)
→ -18%&-15%	?	4%&4%
67	O=C(c1cc(COc2ccc(F)cc2Cl)on1)N1CC[C@@H]2CCCC[C@H]2C1
→ ?	?	-9%
68	O=C(N/N=C/c1cccnc1)c1ccc(NC(=O)c2ccccc2Cl)cc1
→ -3%	-26%	-2%
69	CCOC(=O)C1=C(c2ccccc2)Nc2ncnn2C1c1cc(OC)cc(OC)c1OC (configuration not stated)
→ -1%	-9%	3%
70	COc1cc(Cl)c(C)cc1NC(=O)c1cc2c(Cl)nc3ccc(C)cc3c2s1
→ -4%	-18%	1%
71	Cc1occc1C(=O)Nc1cccc([N+](=O)[O-])c1
→ -2%	-24%	3%
72	COc1ccc(Cl)cc1NC(=O)Cn1c(C)csc1=O
→ -13%	3%	0%[56.1 µM]
73	CCN(CC)CCNC(=O)Cn1nc(C)c2c(C)n(-c3ccccc3)nc2c1=O
→ -3%	-2%	8%
74	Cc1ccc(NS(=O)(=O)c2cccc3cccnc23)c(Cl)c1
→ 2%	?	.
75	CCNC(=O)CCC(N)C(=O)O (configuration not stated)
→ 5%	-8%	8%[56.1 µM]
76	CCOC(=O)C1=C(COC(=O)CNS(=O)(=O)c2ccc(C)cc2)NC(=O)NC1C (configuration not stated)
→ -15%	-6%	4%

# Screening results deposited in PubChem BioAssay by National Center for Advancing Translational Sciences (NCATS).
